Bioassay records deposited in PubChem BioAssay by several laboratories.
RSV CPE inhibition: inhibition of RSV-induced cytopathic effect – HEp-2 cells, primary 10 µM value included (AID 2391). HEp-2 cells, RSV-induced CPE inhibition; higher % means a stronger effect. 310,000 compounds, 0.13% hits. CPE inhibition, % at 10 µM; hits with a dose series show IC50 in µM; in the data active = a potency from the dose series; inconclusive = CPE inhibition mostly from about 23% at the one dose, without a potency; inactive = the rest, 99 in 100 with CPE inhibition below about 21%; also: strong numbers were not always called active
SIAH1 antagonists: Siah-1 peptide-binding antagonists, primary screen, biochemical, fluorescence polarization, rhodamine-plectin, uHTS (AID 1817); Siah-1 / rhodamine-plectin peptide fluorescence polarization; higher % means a stronger effect; displacement, % at 20 µM; hits with a dose series show IC50 in µM; 290,000 compounds, 0.02% hits;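 active = displacement of at least 50% at 20 µM, with a fluorescence ratio check between 0.3 and a set limit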;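 also: plate controls were Siah plus tracer with DMSO for no effect and tracer alone without Siah for full effect; strong numbers were not always called active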
HIV peptide binding: cell-free HIV fusion peptide-binding blockers – biochemical, uHTS, fluorescence dequenching, primary screen (AID 1986); cell-free peptide binding, fluorescence dequenching, 30 min; higher % means a stronger effect; inhibition, % at 20 µM; hits with a dose series show IC50 in µM; 290,000 compounds, 0.3% hits; in the data active = inhibition mostly above about 52%, no sharp cut-off; inactive = mostly below about 76%; also: some results filed as inactive read as strong as hits
Dengue-2 NS5 capping: flavivirus cap methylation enzyme inhibition – biochemical, confirmation dose response, primary screen (AID 588689); 340,000 compounds, 0.3% hits; Dengue-2 NS5 methyltransferase capping enzyme assay, biochemical; higher % means a stronger effect; one-dose inhibition, % at 25 µM; IC50 in µM for titrated hits; in the data active = a potency from the dose series; inconclusive = inhibition above about 29% without an active follow-up result
Large T inhibition: TAg ATPase/helicase activity blockers – biochemical (AID 1903); SV40 large T antigen ATPase/helicase inhibition assay; higher % means a stronger effect; inhibition, % at 20 µM; hits with a dose series show IC50 in µM; 310,000 compounds, 0.39% hits; in the data active = a potency from the dose series; inconclusive = inhibition mostly from about 32% at the one dose, without a potency; inactive = the rest, 99 in 100 with inhibition below about 32%; also: strong numbers were not always called active
LYP phosphatase: PTPN22 lymphoid phosphatase activity blockers – biochemical, fluorescence intensity, uHTS (AID 1779) | 290,000 compounds, 0.054% hits | one-dose inhibition, % at 11.5 µM; IC50 in µM for titrated hits | recombinant LYP phosphatase, fluorescence intensity; higher % means a stronger effect; in the data active = inhibition above about 50%;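 also: plate controls were vehicle with enzyme for no effect and no enzyme for full effect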
AID2073: disruptors of CaV2.2 binding to Mint1 – biochemical, HTRF (AID 2073). HTRF protein-protein interaction, Mint1-CaV2.2; higher % means a stronger effect. one-dose inhibition, % at 20 µM; IC50 in µM for titrated hits. 290,000 compounds, 0.19% hits; in the data active = inhibition mostly above about 51%, no sharp cut-off; inconclusive = no clear call, values can overlap the other calls; inactive = mostly below about 53%; also: some results filed as inactive read as strong as hits
XIAP antagonists: XIAP antagonists, biochemical, IAP family, fluorescence polarization (AID 1018); one-dose displacement, % at 20 µM; IC50 in µM for titrated hits; XIAP BIR domain, fluorescence polarization peptide displacement; higher % means a stronger effect; 200,000 compounds, 0.007% hits; in the data active = displacement above about 50%; also: a part of the inactive calls stands beside numbers as strong as those of hits
MgcRacGAP inhibition: MgcRacGAP GTPase-activating activity inhibitors, confirmation, biochemical, ADP Hunter fluorescence | MgcRacGAP-stimulated Rac1 GTP hydrolysis, ADP Hunter fluorescence; higher % means a stronger effect; GST-tagged Rac1 F28L mutant substrate | inhibition, % at 30 µM, or IC50 in µM where a hit was titrated | 340,000 compounds, 0.6% hits | AID 624330;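 active = first-screen hits whose inhibition reached a set limit at any dose in the follow-up dose series; inconclusive = inhibition above the set first-screen limit but never retested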;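 also: fluorescence reports GDP produced by GAP-driven GTP hydrolysis; strong numbers were not always called active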
Dengue-2 NS5 capping pilot replicate: recorded beside Dengue-2 NS5 capping, whose call it bears; inhibition, %; measured here: pilot screen replicate inhibition
The depositor's hits bear a star; ? = inconclusive; / = no result given; & = joins results of further samples.

SMILES	RSV CPE inhibition	SIAH1 antagonists	HIV peptide binding	Dengue-2 NS5 capping	Large T inhibition	LYP phosphatase	AID2073	XIAP antagonists	MgcRacGAP inhibition	others
CCN1C(=O)[C@H]2[C@@H](c3ccc(C)cc3)N3C(=O)N(c4ccccc4)C(=O)[C@@]3(Cc3ccc(Cl)cc3)[C@H]2C1=O	3.7%	7%	-0.5%	5%	8%	-1%	-3%	/	9%
CN1CCSc2ccc(C(=O)Nc3cccc(F)c3)cc21	?	0%	-0.5%	-6%	25%	-10%	31%	/	15%
CCOc1ccc(S(=O)(=O)NC2CCCCC2C)cc1 (configuration not stated)	3.5%	-2%	-0.2%	0%	23%	-9%	-12%	/	0%
Cc1ccc(-c2nnc3ccc(SCC(=O)N4CCc5ccccc54)nn23)cc1	1.8%	25%	-2.2%	0%	-1%	4%	23%	-12%	-2%
CCN(CC)C(=O)C(Oc1ccc(S(=O)(=O)N2CCCC2)cc1[N+](=O)[O-])c1ccccc1 (configuration not stated)	4.6%	-1%	-2.4%	5%	2%	-6%	11%	/	1%
COc1ccc(CNC(=O)C2CCCN(c3ncnc4c3nc3n4CCCCC3)C2)cc1 (configuration not stated)	0.0%	6%	-0.5%	-9%	9%	-16%	9%	/	-14%
COc1cccc(C(=O)N(Cc2ccco2)Cc2cc3cccc(C)c3[nH]c2=O)c1	2.5%	3%	-0.6%	2%	0%	-3%	1%	-1.8%	0%
O=C(c1ccccc1)n1ccc2ccccc21	0.5%	0%	-0.4%	-1%	12%	-10%	0%	-1.5%	5%
CCOC(=O)C(=O)NNc1ccc(Cl)cc1	-1.1%	6%	1.7%	-2%	21%	-7%	9%	-3.2%	7%
COc1cc(C(c2nnnn2C2CCCC2)N2CCc3ccccc3C2)ccc1O (configuration not stated)	2.0%	21%	0.9%	-18%	27%	-11%	-9%	-4.0%	-2%
O=C(CC1C(=O)N(c2ccccc2)C(=O)N1Cc1ccco1)Nc1ccccc1 (configuration not stated)	1.2%	-3%	2.6%	0%	-2%	-2%	2%	-9.3%	8%
O=C(COC(=O)c1cc(S(=O)(=O)N2CCOCC2)cs1)c1ccccc1	-2.0%	4%	-2.0%	9%	15%	3%	0%	0.0%	10%
Cc1ccccc1NCC(=O)N/N=C/C(Br)=C/c1ccccc1	-0.7%	0%	-5.7%	-2%	13%	0%	-9%	-5.9%	-2%
COC1(OC)N=C(NC(=O)Nc2ccccc2)C2(C#N)C(c3ccccc3)C12C#N (configuration not stated)	2.6%	4%	-0.7%	-4%	2%	-6%	78%	-2.8%	-3%
CC1CCCCN1C(=O)Cn1cc(C#N)c2ccccc21 (configuration not stated)	1.0%	6%	2.0%	1%	-13%	-2%	10%	-4.3%	14%
CC1(C)CC(=O)C2=C(C1)OC(N)=C([N+](=O)[O-])C2c1ccc(C#N)s1 (configuration not stated)	3.7%	2%	8.9%	6%	29%	-3%	-5%	-18%	13%
COCCC1CCCCN1C(=O)c1cc(COc2cccc(C(C)=O)c2)on1 (configuration not stated)	5.5%	4%	1.5%	-5%	14%	-7%	10%	/	6%
Cn1c(N2CCN(C(=O)NCc3ccccc3)CC2)nc2ccccc21	0.7%	-1%	0.3%	-2%	4%	-10%	0%	-3.8%	5%
Cc1ccc(NC(=O)C(=O)c2ccc(C)cc2)cc1	1.1%	3%	-0.6%	-5%	15%	-10%	2%	/	17%
O=C(c1ccccc1)N(Cc1ccccc1)Cc1ccccc1	1.7%	-1%	-1.0%	-7%	10%	-5%	5%	/	5%
Cn1c(=O)c2c(ncn2CC(=O)N/N=C/c2c[nH]c3ccccc23)n(C)c1=O	/	0%	0.2%	/	-1%	-7%	6%	/	/
Cc1cc(=O)[nH]c(N)n1	0.2%	2%	-1.8%	-2%	12%	-8%	-13%	/	6%
Cc1ccc(OC(=O)c2cncc(Br)c2)c(C)c1	1.6%	-1%	1.7%	/	10%	2%	4%	/	9%
COc1cccc(CN2CCN(C(=O)c3ccco3)CC2)c1	1.1%	-4%	0.3%	-3%	7%	-6%	5%	/	?
O=C(Nc1nncs1)c1cc(S(=O)(=O)N2CCOCC2)ccc1Cl	0.3%	-7%	-0.5%	-2%	5%	-4%	5%	/	-5%
CCC(CO)NCc1ccc(OCC(O)c2ccccc2)c(OC)c1 (configuration not stated)	-0.7%	-5%	-0.6%	-4%	-5%	-7%	10%	/	6%
Cc1nn(C)c(Cl)c1NC(=O)OCc1ccccc1	1.1%	2%	0.9%	-2%	-3%	0%	6%	-5.3%	4%	Dengue-2 NS5 capping pilot replicate=1.8
COC(=O)[C@@H](NCc1cccc(CN[C@H](C(=O)OC)c2ccccc2)c1)c1ccccc1	0.9%	2%	-1.0%	-5%	6%	-6%	6%	/	7%
CSc1ccccc1C(=O)N1CCN(c2cccc(Cl)c2)CC1	0.4%	1%	-1.0%	-3%	11%	0%	-9%	-4.1%	3%
CCSc1nnc(CCNS(=O)(=O)c2ccc(C(C)=O)cc2)n1C	0.9%	2%	-1.1%	4%	10%	-10%	19%	/	3%

Continued (4 carried over from the part before).
SMILES	RSV CPE inhibition	SIAH1 antagonists	HIV peptide binding	Dengue-2 NS5 capping	Large T inhibition	LYP phosphatase	AID2073	XIAP antagonists	MgcRacGAP inhibition	others
Cc1nn(C)c(Cl)c1NC(=O)OCc1ccccc1	1.1%	2%	0.9%	-2%	-3%	0%	6%	-5.3%	4%	Dengue-2 NS5 capping pilot replicate=1.8
COC(=O)[C@@H](NCc1cccc(CN[C@H](C(=O)OC)c2ccccc2)c1)c1ccccc1	0.9%	2%	-1.0%	-5%	6%	-6%	6%	/	7%
CSc1ccccc1C(=O)N1CCN(c2cccc(Cl)c2)CC1	0.4%	1%	-1.0%	-3%	11%	0%	-9%	-4.1%	3%
CCSc1nnc(CCNS(=O)(=O)c2ccc(C(C)=O)cc2)n1C	0.9%	2%	-1.1%	4%	10%	-10%	19%	/	3%
CC(C)C[C@@H](C(=O)N[C@@H](C(=O)O)c1ccccc1)N1C(=O)N2CCc3c([nH]c4ccccc34)[C@@]2(C)C1=O	4.2%	2%	5.6%	7%	9%	-5%	11%	/	3%
COc1ccc(N2CCN(C(=O)CCCN3C(=O)c4cccc5cccc(c45)C3=O)CC2)cc1	?	0%	-2.7%	2%	14%	7%	-4%	-3.1%	22%
Cc1cc2nc(-c3ccc(SCc4ccccc4C#N)nc3)[nH]c2cc1C	6.7%	-2%	2.5%	0%	1%	1%	15%	-5.9%	7%
Cc1ccccc1OCC(=O)NCCc1nc2ccccc2[nH]1	0.9%	1%	1.1%	-1%	4%	-2%	-10%	-7.4%	12%
NC(=O)CNC(=O)[C@@H]1CC2(CC(c3ccc(Cl)cc3)=NO2)CN1C(=O)c1ccc(Br)cc1 (some centres not stated)	2.7%	-2%	-0.9%	0%	3%	-10%	-7%	-8.6%	2%
CC12CCC(C(=O)Nc3cccc(Cl)c3)(C(Br)C1=O)C2(C)C (configuration not stated)	3.8%	-4%	-1.3%	-2%	-2%	-9%	-3%	-7.2%	-1%
COc1cc(OC)c(OC)cc1CN1CCCC(C(=O)N2CCCCC2)C1 (configuration not stated)	-0.7%	3%	1.3%	0%	-2%	4%	8%	-3.9%	?	Dengue-2 NS5 capping pilot replicate=-5.2
CNc1ccc(/C=C(\C#N)c2ccccn2)cc1[N+](=O)[O-]	1.4%	8%	27%	6%	0%	-6%	60%	-15%	-3%
O=C(CSc1nnc2c3ccccc3c3ccccc3c2n1)Nc1ccccc1F	-2.0%	-4%	-0.7%	10%	-6%	-6%	31%	-16%	7%
COc1cc(OC)c(C(=O)OCN2C(=O)c3ccccc3C2=O)cc1OC	0.7%	1%	-1.4%	-5%	3%	-6%	-8%	/	8%
O=C(NNc1cccc(Cl)n1)Nc1ccccc1Cl	0.8%	-2%	-2.4%	5%	0%	-9%	-33%	-0.9%	7%
Cc1onc(-c2ccccc2)c1C(=O)Nc1ccc(S(=O)(=O)NC2=NCCCCC2)cc1	1.0%	-1%	0.2%	-4%	0%	-3%	4%	1.2%	7%
Cc1cc(C)c(NC(=O)C2CC(=O)N(C(C)C)C2)c(C)c1 (configuration not stated)	1.3%	1%	0.6%	5%	5%	-6%	1%	/	1%	Dengue-2 NS5 capping pilot replicate=0.3
COc1ccccc1CC(=O)NC1CCCCCC1	1.3%	3%	0.8%	-5%	10%	-4%	2%	/	9%
CCN(CC(=O)NCc1cccs1)C(=O)c1cccc(S(=O)(=O)Nc2ccccc2OC)c1	1.7%	1%	2.7%	-6%	14%	-22%	-7%	/	12%
COc1ccccc1CN1CC(C(=O)NCc2ncccc2C)CCC1=O (configuration not stated)	-0.2%	2%	1.9%	5%	72%	-6%	15%	/	6%
Cc1cccc(Nc2nc(N3CCCCC3)nc(N3CCCCC3)n2)c1	17%	8%	0.4%	-2%	7%	-3%	6%	-2.7%	3%
Cc1ccc(NC(=O)Cn2cnc3sc(C(=O)NCCN(C)C)c(C)c3c2=O)cc1Cl	/	-3%	-1.7%	/	7%	-7%	1%	-5.5%	/
COc1ccc(S(=O)(=O)Nc2ccc(S(=O)(=O)N3CCCCC3)cc2)cc1	0.7%	-4%	1.8%	-7%	5%	-8%	-5%	-2.7%	-1%
CC(OC(=O)c1oc2ccccc2c1CSC1CCCCC1)C(=O)NC(N)=O (configuration not stated)	1.0%	5%	0.8%	3%	7%	4%	7%	-7.5%	9%
O=C1COc2cccnc2N1	0.3%	5%&6%	0.3%&-0.7%	-5%	1%&5%	-10%&-12%	22%&7%	-2.4%	5%
CC(C)(C)c1ccc(C(=O)Nc2cccc(C(=O)N3CCOCC3)c2)cc1	5.5%	2%	1.5%	2%	8%	-4%	-1%	/	2%
COc1cc(S(=O)(=O)n2nc(C)cc2C)ccc1Cl	1.2%	10%	1.3%	/	6%	-7%	10%	/	11%
Cc1csc(NC(=O)C(NC(=O)c2ccccc2F)C(C)C)n1 (configuration not stated)	1.2%	2%	-0.8%	-4%	8%	-1%	-9%	-8.8%	1%
CN(Cc1ccccc1)C(=O)c1cc2cc(F)ccc2[nH]1	0.2%	-2%	-0.3%	5%	1%	-6%	11%	/	-3%
Cc1ccc(NC(=O)CSCC(=O)N2c3ccccc3CCc3ccccc32)cc1	?	1%	-5.9%	-3%	15%	0%	1%	-2.8%	8%
Cc1cc(C#N)c(C)n1-c1cc(S(=O)(=O)N2CCOCC2)ccc1N1CCCC1	3.2%	-1%	1.4%	0%	14%	-2%	-16%	-6.6%	12%
CS(=O)(=O)c1ccc2nc(NC(=O)c3cc([N+](=O)[O-])cc([N+](=O)[O-])c3)sc2c1	1.4%	-1%	27%	5%	8%	-6%	2%	/	9%	Dengue-2 NS5 capping pilot replicate=-2.1
CCCCN1C(=O)N(c2ccccc2Cl)C(C)(O)CC1(C)C (configuration not stated)	-0.3%	0%	-0.1%	-2%	9%	1%	-2%	/	1%
